# Yp Topo-I inh: Y. pestis Topo-I inhibition via cleavage products; Y. pestis Topo-I cleavage product accumulation, plate reader; activity, % at 10 µM; 360,000 compounds, 0.064% hits; in the data active means activity above about 50%, passing the limit was not always enough; inconclusive means no clear call, values can overlap the other calls; further: inactives centre near 2
# PfHsp40 yeast: restores yeast growth despite PfHsp40 toxicity; 340,000 compounds, 0.68% hits; growth rescue, % at 12.5 µM; S. cerevisiae expressing PfHsp40, growth rescue, ATP luminescence; in the data active means growth rescue above about 28%, passing the limit was not always enough; inconclusive means no clear call, values can overlap the other calls;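 further: yeast W303a lacking pdr1 and pdr3 grown in galactose medium; growth measured after three days at 30 °C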
# Anthrax LF inh2: inhibitors of Bacillus anthracis lethal factor protease; P15917; multiplex microsphere protease cleavage assay, LF; inhibition, % at 10 µM; 360,000 compounds, 0.12% hits; AID 588501; further: plate controls were buffer without enzyme for full effect and enzyme alone for no effect
# Target sequence (P15917 whole entry, looked up): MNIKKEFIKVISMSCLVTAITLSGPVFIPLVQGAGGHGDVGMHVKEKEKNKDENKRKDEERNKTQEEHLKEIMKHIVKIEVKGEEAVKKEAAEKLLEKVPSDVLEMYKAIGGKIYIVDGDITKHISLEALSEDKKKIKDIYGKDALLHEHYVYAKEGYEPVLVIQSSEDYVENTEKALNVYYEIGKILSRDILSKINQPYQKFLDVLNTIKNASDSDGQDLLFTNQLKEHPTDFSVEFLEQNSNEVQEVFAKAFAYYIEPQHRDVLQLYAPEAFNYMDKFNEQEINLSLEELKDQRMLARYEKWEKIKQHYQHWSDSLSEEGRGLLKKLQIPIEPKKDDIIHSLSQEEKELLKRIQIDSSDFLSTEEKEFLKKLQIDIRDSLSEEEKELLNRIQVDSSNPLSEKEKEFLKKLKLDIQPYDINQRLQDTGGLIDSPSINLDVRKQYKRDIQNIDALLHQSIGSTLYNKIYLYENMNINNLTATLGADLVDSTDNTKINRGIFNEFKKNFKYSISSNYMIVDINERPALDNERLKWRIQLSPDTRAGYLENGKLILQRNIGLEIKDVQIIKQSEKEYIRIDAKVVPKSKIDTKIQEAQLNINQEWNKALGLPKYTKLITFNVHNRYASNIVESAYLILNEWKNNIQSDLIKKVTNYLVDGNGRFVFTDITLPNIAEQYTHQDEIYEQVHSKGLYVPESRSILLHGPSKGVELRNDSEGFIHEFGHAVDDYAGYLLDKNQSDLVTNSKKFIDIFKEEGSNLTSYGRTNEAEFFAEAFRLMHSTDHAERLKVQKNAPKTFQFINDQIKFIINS
# SARS 3CLpro inh: SARS-CoV 3CLpro protease inhibition | P0C6X7 | recombinant SARS-CoV 3CLpro, quenched FRET peptide cleavage | inhibition, % at 6 µM | 290,000 compounds, 0.14% hits | AID 1706; in the data active means inhibition above about 12%
# TcdB inh: blocks C. difficile toxin B glycohydrolase activity; P18177; 350,000 compounds, 0.24% hits; inhibition, % at 9.99 µM; TcdB glycohydrolase enzymatic assay, plate reader; in the data active means inhibition above about 10%
# VHR inh abs: inhibitors of human VHR1 phosphatase (DUSP3). P51452. 290,000 compounds, 0.52% hits. recombinant VHR phosphatase, pNPP absorbance. inhibition, % at 13.3 µM; in the data active means inhibition above about 50%; further: some compounds called inactive have numbers as strong as hits
# Target sequence (P51452 whole entry, looked up): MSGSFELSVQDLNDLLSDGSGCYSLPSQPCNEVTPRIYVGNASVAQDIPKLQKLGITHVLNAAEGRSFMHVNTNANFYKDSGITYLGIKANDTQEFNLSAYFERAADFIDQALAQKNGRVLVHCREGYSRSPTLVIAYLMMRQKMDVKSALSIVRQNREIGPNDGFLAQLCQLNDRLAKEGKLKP
# CCHFV vOTU inh: blocks the CCHF virus ovarian tumor domain protease | CCHFV vOTU protease, Pep-AMC fluorescence | inhibition, % at 11.5 µM | 370,000 compounds, 0.55% hits; in the data active means inhibition above about 30%; further: 0% = vehicle wells with enzyme and 100% = no enzyme wells
# BoNT-A LC inh2: blocks Botulinum neurotoxin A light chain protease; multiplex microsphere protease substrate cleavage, flow cytometry; inhibition, % at 10 µM; 360,000 compounds, 0.17% hits; further: plate controls were buffer without enzyme for full effect and enzyme alone for no effect
# SSB-PriA inh: blocks PriA binding to SSB C-terminal tail; AlphaScreen SSBct-PriA binding, biotinylated peptide; inhibition, % at 33 µM; 430,000 compounds, 0.6% hits; AID 1272365; in the data active means inhibition mostly above about 37%, no sharp cut-off; inactive means mostly below about 20%;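 further: plate controls were negative control peptide for no effect and reference peptide for full effect; strong numbers were not always called active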
# BH1578 lux ind: quorum light induction in luxS cqsA deficient V. cholerae; 350,000 compounds, 0.16% hits; activation, % at 18.7 µM; V. cholerae BH1578 lux reporter, luminescence, 6 h; AID 588436; in the data active means activation mostly above about 9.7%, no sharp cut-off; inconclusive means no clear call, values can overlap the other calls; inactive means mostly below about 3.7%; further: not every result past the cut was called active; inactives centre near 0; reference of the scale not given here
# The depositor's hits bear a star; i = inactive; ? = inconclusive; nt = not tested or not shown; & = joins results of further samples. Unless noted, no stated cut-off is given here; in the data, active means inhibition above about 30%; inconclusive means no clear call, values can overlap the other calls; inactive means below that.
SMILES,Yp Topo-I inh,PfHsp40 yeast,Anthrax LF inh2,SARS 3CLpro inh,TcdB inh,VHR inh abs,CCHFV vOTU inh,BoNT-A LC inh2,SSB-PriA inh,BH1578 lux ind
CC(N)C12CC3CC(C1)CC(C(C)N)(C3)C2 (stereo not given),-4,-1.1,4,1,nt,6,8,2.4,-2,nt
Cc1c(Cl)cccc1-n1c(SCC(=O)N2CCC(C(=O)O)CC2)nc2ccccc2c1=O,3,-0.6,7,1,-0.1,18,-19,-4.4,6,i
CC1CCCCN1C(=O)COc1ccccc1F (stereo not given),4,0.5,5,-4,2.1,25,7,-0.8,-8,i
CCOC(=O)N1CCC(NC(=O)c2ccc3c(c2)N=C(C)c2ccccc2S3)CC1,17,0.9,-3,-1,-3.6,13,4,-2.3,-1,i
C=CCSc1nc2c(c(=O)[nH]1)C(c1ccccc1)C(C#N)=C(N)O2 (stereo not given),12,14,0,-4,-3.0,-4,7,0.4,-23,i
CCOC(=O)CC1C(=O)NCCN1C(=O)COc1ccc(C(C)(C)C)cc1 (stereo not given),12,1.0,-2,2,-1.2,12,5,-1.0,-7,-0.5
CC1=NN(c2ccccc2)C(=O)/C1=C\C=C1\N(C)c2ccccc2C1(C)C,1,-1.6,-3,7,nt,43,1,-0.8,80,i
COc1ccccc1NS(=O)(=O)c1cc(C(=O)NC2CC(C)(C)NC(C)(C)C2)ccc1Cl,-15,-0.9,10,nt,-0.6,nt,0,0.6,-5,i
CCOc1ccc2[nH]c(C)c(CN(C)C)c(=O)c2c1,-1,0.7,-1,-4,0.8,21,-4,0.0,1,2.6
Cc1cccc(N(CC(=O)NCc2ccccc2)C(=O)CCC(=O)Nc2nccs2)c1,5,-0.5,19,1,0.2,2,8,0.2,6,i
CN1C(=O)C2(c3ccccc31)C1CCCC=C1C(C#N)=C(N)C2(C#N)C#N (stereo not given),9,2.3,-2,3,nt,12,27,0.0,-12,-2.8
Cc1cc(NS(=O)(=O)c2c(C)c(C)cc(C)c2C)no1,-7,-0.3,-2,-2,-0.6,2,-2,-0.2,-25,0.2
O=C(NC(O)C(=O)c1ccccc1)c1ccc(F)cc1 (stereo not given),-9,2.7,-15,-6,-0.3,2,2,-2.5,-6,i
Cc1ccc(N2C(=O)C3ON(c4ccccc4)C(c4ccncc4)C3C2=O)c(C)c1 (stereo not given),1,-0.2,-6,2,nt,10,3,0.2,-14,-2.9
NC(=O)C1(N2CCCCC2)CCN(C(=O)CSc2nc3ccccc3[nH]2)CC1,6,-0.1,-2,-3,nt,-5,16,-0.5,6,nt
CN(C)/C=C(\C(=O)c1ccc(F)cc1F)c1nnnn1-c1ccccc1,-4,-0.9,-1,1,nt,5,3,-0.9,-4,-0.3
Cc1cc(C)c(NC(=O)CNC(=O)CN(C)Cc2ccc(Br)s2)c(C)c1,32,-0.7,-7,nt,-0.1,nt,11,0.2,-1,i
O=C(CC1C(=O)NCCN1C(=O)c1ccc([N+](=O)[O-])cc1)Nc1cccc(Cl)c1 (stereo not given),-5,0.3,-1,-3,2.9,-2,13,-3.2,-6,-0.1
O=C(NCC1CCCO1)c1ccc(CS(=O)(=O)c2ccc(Br)cc2)o1 (stereo not given),-3,1.2,-3,-4,-0.7,6,1,-0.1,-10,-0.2
CCC(=O)NC(=S)Nc1cccc(NC(=O)CC)c1,3,-0.9,0,0,nt,3,8,0.3,-22,i
Cc1ccc(N(CN2C(=O)C3CC=CCC3C2=O)C(=O)c2ccco2)cc1Cl (stereo not given),12,-0.7,-5,1,nt,-6,14,0.0,0,-1.3
COc1cc(OC)c2c(-c3ccccc3)cc(=O)oc2c1C(CCN1CCN(c2ccccc2)CC1)c1ccc(N(C)C)cc1 (stereo not given),9,1.1,-7,nt,1.8,11,13,0.1,55*,i
CCn1c(SCCC(=O)Nc2ccccc2)nnc1-c1ccc(OC)cc1,29,0.8,-2,-5,nt,26,-1,-0.5,-2,-0.9
CC(=O)N1CCc2cc(S(=O)(=O)NCCC(=O)Nc3cccc(C)c3C)ccc21,4,-2.0,-2,4,nt,-8,3,-0.1,-3,-1.7
O=C(NNc1nc(N2CCCC2)nc(N2CCCC2)n1)c1ccccc1,15,-0.5,-4,nt,-0.3,nt,-1,1.0,-5,i
C=C1c2cc(OC)ccc2NC(=O)N1CC,-2,0.1,-1,4,nt,-1,-19,-0.5,10,-0.3
O=C(NCc1ccco1)c1cccc(-c2ccc3nccn3c2)c1,2,nt,-6,nt,0.5,nt,6,0.0,nt,-0.5
COc1ccccc1C(=O)NCC(=O)OCC(=O)Nc1nnc(-c2ccccc2)o1,-6,-1.9,-2,nt,-0.9,nt,5,-0.1,-10,i
Fc1ccc(OCCCCCN2CCCC2)cc1,4,-0.3,-2,3,5.0,26,0,0.3,8,-0.4
O=C(COC(=O)c1ccc(O)cc1)Nc1ccc(S(=O)(=O)N2CCOCC2)cc1,-7,-0.5,-1,nt,1.0,nt,3,0.0,4,-0.3
Cc1nn(-c2ccc(F)cc2)c(Cl)c1/C=N/NC(=O)c1cccs1,1,1.0,-1,6,nt,8,25,-0.7,nt,-0.5
Cc1ccc(OCCC(=O)OCC(=O)c2ccc3c(c2)NC(=O)CO3)cc1,-5,-0.1,2,nt,0.2,nt,6,-0.4,-12,-8.1
COc1ccc(CCN2C(=O)CC(NNC(=O)c3ccccc3Br)C2=O)cc1OC (stereo not given),-6,1.2,0,-2,-4.7,3,3,0.0,13,0.8
O=C1C(Cc2ccc(O)cc2)NC(=S)N1C1CCCCC1 (stereo not given),9,0.7,0,3,2.9,17,-10,-0.5,-2,-0.4
Cn1ccnc1SCC(=O)Nc1ccc(Oc2ccccc2)cc1,16,0.8,-2,-2,nt,21,-3,0.1,40*,1.6
COc1ccc(CCN2CC(C(=O)NCCCc3ccncc3)CCC2=O)cc1 (stereo not given),0,nt,-2,nt,0.7,nt,-4,0.5,nt,-0.3

# Overlap with the part before: three entries, followed by the next part.
SMILES,Yp Topo-I inh,PfHsp40 yeast,Anthrax LF inh2,SARS 3CLpro inh,TcdB inh,VHR inh abs,CCHFV vOTU inh,BoNT-A LC inh2,SSB-PriA inh,BH1578 lux ind
O=C1C(Cc2ccc(O)cc2)NC(=S)N1C1CCCCC1 (stereo not given),9,0.7,0,3,2.9,17,-10,-0.5,-2,-0.4
Cn1ccnc1SCC(=O)Nc1ccc(Oc2ccccc2)cc1,16,0.8,-2,-2,nt,21,-3,0.1,40*,1.6
COc1ccc(CCN2CC(C(=O)NCCCc3ccncc3)CCC2=O)cc1 (stereo not given),0,nt,-2,nt,0.7,nt,-4,0.5,nt,-0.3
CN(C)S(=O)(=O)N1CCN(S(=O)(=O)c2ccc3ccccc3c2)CC1,-1,-1.3,5,7,-0.8,31,-12,1.3,-11&-11,-1.7
Cc1nc2scc(-c3ccccc3)c2c(=O)n1N,6,0.6,1,4,nt,7,10,0.4,-6,i
C=CCn1c(COc2ccccc2)nnc1SCc1ccc(C#N)cc1,28,0.1,-3,-1,nt,8,4,-0.1,-3,i
Cc1ccc(C)c(CN2CCNC2=O)c1,-6,-0.4,1,4,nt,8,-4,0.5,-8,-1.0
O=C(C1CCN(S(=O)(=O)c2ccccc2)CC1)N1CCC2(CC1)OCCO2,6,-1.4,-1,0,nt,13,8,-0.4,-5,i
C1=Nc2ccccc2CN1c1ccccc1,-11,1.4,-1,2,nt,-7,-5,-0.4,1,-3.3
COc1ccc(CN2C(=O)NC(=O)/C(=C\c3ccco3)C2=O)cc1,1,2.9,0,2,-0.3,6,4,-0.5,2,i
CCOCCCn1c(SCc2ccccc2)nnc1-c1ccncc1,11,-3.0,3,2,0.2,12,8,0.4,-3,i
CC(C)(C)NC(=O)C1CC(=O)OC1(C)C (stereo not given),-2,0.8,0,-1,nt,-1,-17,-3.9,-17,0.6
CC(NC(=O)c1ccc(F)cc1Cl)C1CC2CCC1C2 (stereo not given),-3,0.0,2,-1,0.9,16,17,2.3,-10,-0.6
C=C(C)c1cccc(C(C)(C)NC(=O)N2CCCC2)c1,5,-0.4,0,-4,nt,-12,19,-0.2,-9,nt
Cc1ccc(S(=O)(=O)N(CC(O)CN2CCCCC2)c2ccccc2)cc1 (stereo not given),-2,1.7,-2,-3,1.2,13,1,-0.1,-1,nt
CCCCCCSc1ccc([C@@H]2[C@@H]3C(=O)N(C)C(=O)[C@@H]3[C@]3(C(=O)OC)CCCCN23)cc1OC,30,1.6,0,nt,-0.8,nt,16,0.4,-5,-3.7
CCOC(=O)c1oc2ccccc2c1NC(=O)c1ccccc1OC,-9,8.1,1,2,0.0,31,17,1.5,-38,i
CCc1cc(=O)[nH]c(SCc2ccc(C)cc2)n1,-7,0.0,-1,-4,0.4,18,-2,-1.6,7,-0.2
Cc1noc(NC(=O)c2ccc(Cl)c(Cl)c2)c1Cl,2,-1.3,-2,1,-0.4,8,10,0.2,-20,i
CCOc1ccc(NC(=O)Nc2ccc3c(c2)nnn3C)cc1,-12,-0.3,-9,-3,-0.9,-2,0,-0.9,-10,i
CCOCCSc1nnc2nc(C)cc(C)n12,-1,-0.2,-1,-1,nt,7,9,0.5,-1,-4.5
CC(=O)Nc1sc(NC(=O)c2ccco2)nc1-c1cccs1,2,-1.1,1,-7,1.1,12,1,-1.2,-7,-0.3
COC(=O)c1c(C)[nH]c(C(=O)C(C)OC(=O)C2CC2)c1C (stereo not given),-13,-0.4,-3,nt,0.2,nt,4,-0.1,-12,-4.0
COc1ccccc1NC(=O)CSc1nccn1Cc1ccc(F)cc1,22,1.0,-2,2,-0.6,-23,-6,2.9,26,-0.4
CCCCN(C(=O)c1ccc(N2CCCC2=O)cc1)c1c(N)n(CC(C)C)c(=O)[nH]c1=O,2,1.3,-6,nt,0.7,nt,-15,-0.3,-7,i
O=C(O)c1ccccc1CSc1nc2ccccc2n1Cc1ccccc1C(=O)O,11,-1.2,0,-2,-2.2,3,-8,-0.3,4,-1.0
Cc1cccc(NC(=O)CSc2nnc(C)n2Cc2ccccc2)c1,-1,-0.6,12,1,nt,2,-8,-1.5,-4,-0.3
CC(C)(C)OC(=O)N1CCC(NC(=O)c2[nH]cnc2C(=O)N[C@@H](Cc2ccccc2)C(=O)OCc2ccccc2)CC1,-11,0.2,-2,11,1.0,-8,22,-0.6,-9,0.5
CC(=O)N(C)C[C@@H]1Oc2ncc(Br)cc2C(=O)N([C@H](C)CO)C[C@@H]1C,3,nt,-6,nt,0.6&-1.5,nt,5,-0.1,nt,0.0
CCOC(=O)c1c(C)[nH]c(C(C)=O)c1C,-9,-0.5,-22,4,nt,10,-5,?,-20,-0.1
Cn1nc(-c2ccc(C(=O)NCCO)cc2)c2ccccc2c1=O,-8,0.8,-4,-1,2.1,13,-5,-0.5,-6,-0.5
O=C(OCCCCN1C(=O)c2ccccc2C1=O)c1ccc(S(=O)(=O)N2CCCC2)cc1,5,-0.5,-8,-3,nt,2,-8,0.5,0,3.4
COC(=O)c1ccc(Sc2ccc(F)cc2)c(N)c1,15,0.1,-3,-3,0.6,8,nt,-0.7,-64,i
COc1cc(NC(=O)Cc2ccc(F)cc2)cc(OC)c1OC,-2,-0.9,-2,3,-0.5,8,4,-0.4,-19,3.6
CCOc1ccc(S(=O)(=O)N2CCC(C(=O)N3CCN(c4ccccc4)CC3)CC2)cc1,10,-1.7,0,7,2.3,-20,3,1.1,-5,-1.6
COc1cc(-c2noc(C)c2/C=C/c2ccc(OC(C)=O)cc2)cc(OC)c1OC,31,-1.7,4,-2,0.7,36,4,0.4,-16,i
Cc1cccc(N/C=C/C(=C(C#N)C#N)N(C)C)c1,-10,-1.4,-4,-2,nt,-1,13,-0.3,1,-7.1

# Screening data as filed in PubChem BioAssay.

# This is a subset; count on the stated rates, not on these rows.
